Pf apPOL inh: Pf-apPOL DNA polymerase inhibition. Recombinant Pf-apPOL, molecular beacon fluorescence, 1.5 h. inhibition, % at 10 µM. hit rate 0.25% among 210,000
mHTT CaM bind: disrupts binding of mutant huntingtin to calmodulin; inhibition, % at 15 µM; P42858; hit rate 3.6% among 190,000; AlphaScreen His-mHTT/GST-CaM binding, luminescence;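 further: 0% = both proteins with DMSO and 100% = one protein alone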
Target sequence (P42858 whole entry, looked up, stated change not applied): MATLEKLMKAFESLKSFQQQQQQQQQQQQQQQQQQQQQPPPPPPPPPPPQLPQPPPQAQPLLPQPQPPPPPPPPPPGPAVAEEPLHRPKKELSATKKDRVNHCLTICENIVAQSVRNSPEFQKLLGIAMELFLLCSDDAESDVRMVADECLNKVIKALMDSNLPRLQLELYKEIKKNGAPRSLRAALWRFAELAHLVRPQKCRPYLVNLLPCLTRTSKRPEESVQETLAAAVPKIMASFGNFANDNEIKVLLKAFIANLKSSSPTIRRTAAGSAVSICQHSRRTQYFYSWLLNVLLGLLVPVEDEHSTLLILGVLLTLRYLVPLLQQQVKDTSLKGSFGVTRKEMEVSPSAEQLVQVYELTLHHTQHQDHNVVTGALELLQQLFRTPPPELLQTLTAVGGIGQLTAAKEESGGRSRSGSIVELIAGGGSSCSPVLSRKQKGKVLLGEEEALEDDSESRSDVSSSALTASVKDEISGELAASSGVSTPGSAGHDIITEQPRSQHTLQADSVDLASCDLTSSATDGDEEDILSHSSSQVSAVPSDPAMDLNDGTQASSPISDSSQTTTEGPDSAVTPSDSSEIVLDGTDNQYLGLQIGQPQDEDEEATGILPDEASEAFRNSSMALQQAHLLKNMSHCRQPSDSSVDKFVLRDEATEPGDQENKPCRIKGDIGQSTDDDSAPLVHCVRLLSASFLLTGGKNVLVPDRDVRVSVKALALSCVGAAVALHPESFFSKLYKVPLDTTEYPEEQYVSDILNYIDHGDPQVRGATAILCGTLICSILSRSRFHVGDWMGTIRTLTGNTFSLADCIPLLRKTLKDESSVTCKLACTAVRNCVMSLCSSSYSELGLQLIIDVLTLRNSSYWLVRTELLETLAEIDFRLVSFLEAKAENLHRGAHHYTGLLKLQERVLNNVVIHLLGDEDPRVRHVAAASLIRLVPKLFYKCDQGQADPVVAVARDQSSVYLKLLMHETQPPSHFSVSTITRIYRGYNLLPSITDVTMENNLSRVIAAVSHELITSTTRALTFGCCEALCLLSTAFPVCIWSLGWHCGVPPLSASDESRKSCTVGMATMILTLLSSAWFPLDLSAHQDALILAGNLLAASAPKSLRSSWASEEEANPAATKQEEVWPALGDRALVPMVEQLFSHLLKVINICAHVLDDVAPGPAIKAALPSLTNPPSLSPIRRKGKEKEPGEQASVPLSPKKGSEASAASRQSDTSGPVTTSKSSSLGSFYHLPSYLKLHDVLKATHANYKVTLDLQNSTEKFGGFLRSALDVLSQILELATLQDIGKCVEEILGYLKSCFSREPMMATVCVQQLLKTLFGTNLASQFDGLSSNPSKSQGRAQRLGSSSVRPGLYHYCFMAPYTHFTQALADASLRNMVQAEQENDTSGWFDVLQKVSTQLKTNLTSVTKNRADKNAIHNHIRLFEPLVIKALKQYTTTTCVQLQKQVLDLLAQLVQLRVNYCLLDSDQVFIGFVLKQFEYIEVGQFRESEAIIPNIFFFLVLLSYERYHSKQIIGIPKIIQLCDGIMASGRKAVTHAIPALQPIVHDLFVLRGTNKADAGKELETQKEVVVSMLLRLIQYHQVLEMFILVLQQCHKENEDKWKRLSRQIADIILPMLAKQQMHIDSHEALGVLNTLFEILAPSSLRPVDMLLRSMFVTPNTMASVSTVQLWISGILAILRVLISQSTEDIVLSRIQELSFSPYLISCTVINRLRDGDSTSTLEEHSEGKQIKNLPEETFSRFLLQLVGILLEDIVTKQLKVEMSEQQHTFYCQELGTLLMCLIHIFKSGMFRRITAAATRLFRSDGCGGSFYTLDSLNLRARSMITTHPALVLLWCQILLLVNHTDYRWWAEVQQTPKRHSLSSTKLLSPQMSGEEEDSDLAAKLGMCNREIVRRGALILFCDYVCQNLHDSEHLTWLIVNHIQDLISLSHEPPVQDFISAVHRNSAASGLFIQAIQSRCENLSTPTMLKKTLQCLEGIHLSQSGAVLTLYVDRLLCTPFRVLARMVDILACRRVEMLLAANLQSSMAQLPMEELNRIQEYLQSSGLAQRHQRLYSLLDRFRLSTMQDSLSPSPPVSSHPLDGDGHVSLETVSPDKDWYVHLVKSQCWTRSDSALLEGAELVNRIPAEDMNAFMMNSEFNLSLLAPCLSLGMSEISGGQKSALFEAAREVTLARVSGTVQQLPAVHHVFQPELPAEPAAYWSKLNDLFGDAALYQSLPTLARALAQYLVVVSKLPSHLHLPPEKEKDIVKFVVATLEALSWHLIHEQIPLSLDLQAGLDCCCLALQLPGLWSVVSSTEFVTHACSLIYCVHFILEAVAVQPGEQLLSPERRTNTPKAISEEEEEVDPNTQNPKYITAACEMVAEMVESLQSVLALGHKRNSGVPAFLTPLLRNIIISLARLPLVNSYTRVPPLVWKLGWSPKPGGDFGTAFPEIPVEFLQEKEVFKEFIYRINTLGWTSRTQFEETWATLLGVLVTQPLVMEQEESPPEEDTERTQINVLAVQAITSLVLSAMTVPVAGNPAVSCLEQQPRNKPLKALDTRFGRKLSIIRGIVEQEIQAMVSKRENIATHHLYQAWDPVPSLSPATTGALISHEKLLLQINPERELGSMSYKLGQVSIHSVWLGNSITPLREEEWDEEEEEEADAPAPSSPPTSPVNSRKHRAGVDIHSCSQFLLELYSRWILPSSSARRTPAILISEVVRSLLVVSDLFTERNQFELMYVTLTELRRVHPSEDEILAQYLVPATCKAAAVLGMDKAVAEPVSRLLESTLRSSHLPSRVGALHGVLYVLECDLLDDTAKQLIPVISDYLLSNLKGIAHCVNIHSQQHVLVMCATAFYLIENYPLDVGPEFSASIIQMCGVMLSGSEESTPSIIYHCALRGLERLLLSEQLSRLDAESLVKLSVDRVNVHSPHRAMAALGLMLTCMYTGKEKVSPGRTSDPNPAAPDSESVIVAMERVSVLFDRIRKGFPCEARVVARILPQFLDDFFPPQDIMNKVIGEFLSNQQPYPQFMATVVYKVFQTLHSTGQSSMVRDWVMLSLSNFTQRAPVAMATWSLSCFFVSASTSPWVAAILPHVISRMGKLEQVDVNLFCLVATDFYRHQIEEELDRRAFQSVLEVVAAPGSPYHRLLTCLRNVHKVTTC
* marks the source's active call; other numbers are inactive results; x = no result given; & = joins results of further samples. No stated cut-off is given here; in the data, active means inhibition above about 50%; inactive means the rest. Compounds were not picked by outcome; overall some 3.6% were active at least once.

The first three records as a preview:
Below each SMILES: Pf apPOL inh	mHTT CaM bind
- Cc1c(Cl)c(C)c([N+](=O)[O-])c(O)c1C=Nc1ccc(C(=O)O)cc1
 : 7	45
- CC(C)c1nnc(C2CCN(C(=O)C3c4ccccc4Oc4ccccc43)CC2)o1
 : -4	-2
- CC(C)C(=O)Nc1cccc(NC(=O)c2ccccc2I)c1
 : -9	-4

The whole of this part, previewed entries included:
Below each SMILES: Pf apPOL inh	mHTT CaM bind
- Cc1c(Cl)c(C)c([N+](=O)[O-])c(O)c1C=Nc1ccc(C(=O)O)cc1
 : 7	45
- CC(C)c1nnc(C2CCN(C(=O)C3c4ccccc4Oc4ccccc43)CC2)o1
 : -4	-2
- CC(C)C(=O)Nc1cccc(NC(=O)c2ccccc2I)c1
 : -9	-4
- O=C1CSC(c2ccccc2F)N1c1ccccc1 (stereo not drawn)
 : 3	-1
- CCc1cccc(NC(=O)CCCC(=O)O)c1
 : -1	-3
- C=CCOc1ccccc1CN1CCC(O)CC1
 : 0	0
- CSc1ccc(N=Cc2[nH]c3ccc(Br)c(Cl)c3c2O)cc1
 : -6	31
- Cc1ccc(S(=O)(=O)N2CCN(C(=O)c3ccccc3)C2C(C)C)cc1[N+](=O)[O-] (stereo not drawn)
 : -6	8
- CCOc1ccc(NC(=O)CN(c2ccc(Cl)cc2C)S(C)(=O)=O)cc1
 : -8	0
- CC1(C)CC1C(=O)Nc1ccc([N+](=O)[O-])cc1Br (stereo not drawn)
 : -2	-6
- CCOC(CCn1c(SCC(=O)NCc2ccco2)nc2ccccc2c1=O)OCC
 : 0	4
- COc1cccc(OC)c1C(=O)Nc1nn[nH]n1
 : -11	7
- CC1CCN(C(=O)c2cc3c(s2)CCC(C(=O)NCCCn2cccn2)C3)CC1 (stereo not drawn)
 : -7	11
- Cc1ccn2c(NC(=O)c3cccc([N+](=O)[O-])c3)c(-c3ccccc3)nc2c1
 : -3	-1
- CC(C)(C)C1CCc2nc(N)c3c(=O)oc4ccccc4c3c2C1 (stereo not drawn)
 : 0	-2
- O=C(Nc1nc(-c2cccnc2)cs1)C1CN(c2nc3ccccc3s2)C1
 : -8	-13
- CCOc1ccccc1N1CCN(C(=O)C2CCN(Cc3ccc(OC)cc3OC)CC2)CC1
 : -2	-1
- O=C(CN1N=NC2C(=O)N(c3ccccc3)C(=O)C21)Nc1c(Cl)cccc1Cl (stereo not drawn)
 : 2	5
- c1cncc(-c2n[nH]c(C3CCCN(Cc4ccsc4)C3)n2)c1 (stereo not drawn)
 : -8	1
- CCN(CC)C(=O)C1CN(C(=O)c2ccc(C)cc2)CC1c1ccccc1 (stereo not drawn)
 : -7	6
- O=C(c1ccsc1)N1CCN(c2nc(CN3CCCC3)cs2)CC1
 : -3	4
- CCCCCCC1CCC(C(=O)Oc2ccc(C(=O)OCC)cc2)CC1 (stereo not drawn)
 : -4	-12
- CCc1ccc(OCC(=O)NCc2cccnc2)cc1
 : -4	0
- COc1ccc(-c2noc(C3CCN(CC(=O)Nc4ccc(C)cc4Cl)CC3)n2)cc1
 : -3	-7
- O=C(NCc1ccccc1Br)c1ccc(-c2cccnc2)nc1
 : 1	-4
- O=c1c2ccccc2ncn1C1CCN(S(=O)(=O)c2cccc(F)c2)CC1
 : -2	1
- N#CC(OC(=O)c1ccccc1)c1cccc([N+](=O)[O-])c1 (stereo not drawn)
 : 8	x
- Cc1ccc(NC(=O)Cn2cnc3c(-c4ccccc4)csc3c2=O)cc1
 : 1	-10
- COC(=O)CNC(=O)C1CN(C(=O)c2ccncc2)CC12CCCCC2 (stereo not drawn)
 : -1	0
- CCCc1cnc(-c2ccc(F)cc2)nc1
 : -5	-14
- O=[N+]([O-])c1ccc(SCc2csc3ccc(Cl)cc23)c([N+](=O)[O-])c1
 : 0	x
- CC(NC(=O)c1ccc(Cl)cc1)c1ccccc1 (stereo not drawn)
 : -8	-12
- O=C1c2ccncc2C(=O)N1c1ccc(C23CC4CC(CC(C4)C2)C3)cc1
 : -5	-5
- COc1cccc2c(=O)c3ccoc3n(C)c12
 : -11	x
- O=C(COc1ccc(Cl)cc1)Nc1ccc2c(c1)CCCN2C(=O)c1ccco1
 : -11	23
- Cc1ccccc1OCCN1CCCCC1
 : -3	2
- Cc1ccc(F)cc1NC(=O)c1cc2ccccc2oc1=O
 : -4	-1
- CCC(=O)Nc1cccc(-c2noc(C3CCN(C(=O)c4ccoc4)CC3)n2)c1
 : 1	4
- O=C1[C@@H]2[C@H](C(=O)N1CC(O)COCc1ccccc1)[C@@H]1C=C[C@H]2C1 (stereo partly drawn)
 : -2	-2
- Cc1ccc(NC(=O)Cn2c(=O)n(-c3ccc(F)cc3)c3ncccc32)c(C)c1
 : 0	3
- O=C(CCc1cccc2[nH]ccc12)NCc1ccc(N2CCOCC2)cc1
 : 3	12
- CC1CC(C)CN(C(=O)C2CCC(CNS(=O)(=O)c3ccc(Br)s3)CC2)C1 (stereo not drawn)
 : -1	0
- O=C(CN(Cc1ccc(F)cc1)S(=O)(=O)c1ccc(Cl)cc1)N1CCCC1
 : -6	-2
- CC(C)c1ccc(-c2c(C#N)c(N)nc3sc(C(N)=O)c(N)c23)cc1
 : -5	37
- Cc1ccc(-n2c(SCC(=O)NCC3CCCO3)nc3c(c2=O)SCC3)cc1 (stereo not drawn)
 : -7	-13
- COCCC(=O)N1CCc2c(c(-c3nc(Cc4ccccc4)no3)nn2C)C1
 : -4	-2
- COc1ccc2c(=O)c(-c3ccc(Cl)cc3)c(C(F)(F)F)oc2c1
 : 2	-7
- Cc1nnc(-c2ccc(Oc3ccc(C)c(C)c3)c([N+](=O)[O-])c2)o1
 : -3	-1
- COc1ccc(-c2nc3c(=O)n(C)c(=O)[nH]c3n2C)cc1
 : -2	0
- COc1ccc(NS(=O)(=O)c2ccc(C(C)C)cc2)cc1
 : 10	-17
- COc1ccc(CNC(=O)C2CCN(Cc3ccccc3OC)CC2)cc1
 : -8	-3
- O=C(NCC1(O)CCOCC1)c1cc(Br)ccc1Cl
 : -7	-6
- CCc1c(C)sc(NC(=O)CCCn2cnc([N+](=O)[O-])n2)c1C#N
 : 2	5
- O=C(Nc1ccc(F)c(Cl)c1)NC1CCCCC1
 : -4	-9
- COc1ccc2cc(C(N)=O)c(=Nc3ccc(C(F)(F)F)cc3)oc2c1
 : 2	-5
- O=C(c1cc2c(s1)CN(C1CC1)C2)N1CCN(c2ccccc2F)CC1
 : -2	-6
- CN(c1ccccc1)c1ccc(/C=C/[N+](=O)[O-])cc1
 : 8	-2
- COC(=O)Nc1c(-c2ccccc2)nc2ccc(Cl)cn12
 : -22	6
- O=C(O)Cn1nc(-c2cccnc2)ccc1=O
 : -3	-4
- O=C(Nn1c(=S)[nH]c2ccccc2c1=O)c1ccco1
 : -15	x

Next results.
Below each SMILES: Pf apPOL inh	mHTT CaM bind
- CC(=O)c1cccc(NS(=O)(=O)c2ccccc2)c1
 : -6	-9
- CC1C(C(=O)N(C=O)c2cccc([N+](=O)[O-])c2)C2C=CC1C21CC1 (stereo not drawn)
 : 2	5
- CC(=O)c1ccc(Nc2ncnc3ccc(Br)cc23)cc1
 : -8	-7
- N#Cc1ccccc1NC(=O)C(=O)NCC(O)Cc1ccccc1 (stereo not drawn)
 : -7	-6
- Nc1nonc1-c1noc(Cc2ccc([N+](=O)[O-])cc2)n1
 : -1	20
- Cc1ccc(CNC(=O)N2CCn3cccc3C2Cc2ccccc2)cc1 (stereo not drawn)
 : -2	5
- CC(C)(C)C(=O)Oc1ccc2c(c1)OC(=Cc1ccncc1)C2=O
 : -8	21
- Cc1ccc(CNC(=O)c2cc3n(n2)CCCN(Cc2ccc(C)cc2)C3=O)cc1
 : -3	-7
- COc1ccc(OC)c(C2CC(=O)Nc3n[nH]c(-c4ccccc4)c32)c1 (stereo not drawn)
 : 2	94*
- COc1ccc(C2CC(=O)C3=C(C2)Nc2ncnn2C3c2ccc(Cl)cc2)cc1 (stereo not drawn)
 : -1	-3
- CNC(=O)CN(c1ccc(Cl)c(Cl)c1)S(C)(=O)=O
 : -5	0
- Cc1[nH]nc(NN)c1Cl
 : 43	10
- O=c1cc(-c2cc3ccccc3oc2=O)c2ccc(O)cc2o1
 : -4&1	-3
- O=C(C1CC(=O)N(c2ccccc2)C1)N1CCOCC1 (stereo not drawn)
 : -2	-9
- O=C(NC1CC1)c1ccc(OCC2CCN(C(=O)C3CCCCC3)CC2)cc1
 : -3	3
- C=CCOc1ccc2c3c(c(=O)oc2c1)CCCC3
 : -6&-3	-6&-6
- COc1ccc(-c2nc(N)sc2C)cc1
 : 2	7
- Cn1ncc([N+](=O)[O-])c1C(=O)Nc1ccc2c(c1)COC2=O
 : 3	-2
- CC1N=C2c3ccccc3N=C(SCC(=O)c3ccc(O)c(O)c3)N2C1=O (stereo not drawn)
 : -5	18
- CCOC(=O)c1ccc(NC(=S)Nc2ncccc2C)cc1
 : -2	x
- COC(=O)c1nc(N)n[nH]1
 : x	-5
- CC(=O)NC1=NC(=O)/C(=C\c2ccc(Cl)cc2)S1
 : 6	3
- Cc1cc(C)n(CCNC(=O)CSCc2ccccc2)n1
 : -8	-14
- CCc1cc(C(=O)Nc2ccc(C)cc2)nc2ccnn12
 : -5	-27
- O=C(C1CC1)N1CCc2cc(Br)cc(S(=O)(=O)N3CCC4(CC3)OCCO4)c21
 : -1	-2
- CN(C)c1ccc(Nc2nc(-c3ccc(Cl)c(Cl)c3)cs2)cc1
 : -1	82*
- O=S1(=O)c2ccc(N3CCCC3)cc2Oc2ccccc2CN1Cc1cn(Cc2ccccc2C(F)(F)F)nn1
 : -2	6
- Cc1cc(C)nc(-n2ncc3c2CC(c2ccccc2C)CC3=O)n1 (stereo not drawn)
 : -2	-10
- Cc1nc([N+](=O)[O-])cn1CC(=O)c1ccc2c(c1)OCCO2
 : 4	x
- O=C1C(=Cc2ccc(-c3ccccc3F)o2)C(=O)c2ccccc21
 : -1	10

Entries of single compounds, looked up by structure. Screens in order: Pf apPOL inh, mHTT CaM bind
CCOC(=O)c1ccc(NC(=S)Nc2ncccc2C)cc1 is listed with -2, x
O=S1(=O)c2ccc(N3CCCC3)cc2Oc2ccccc2CN1Cc1cn(Cc2ccccc2C(F)(F)F)nn1 is listed with -2, 6
COC(=O)c1nc(N)n[nH]1 is listed with x, -5
O=C(C1CC1)N1CCc2cc(Br)cc(S(=O)(=O)N3CCC4(CC3)OCCO4)c21 is listed with -1, -2
Cn1ncc([N+](=O)[O-])c1C(=O)Nc1ccc2c(c1)COC2=O is listed with 3, -2

Other compounds:
Below each SMILES: Pf apPOL inh	mHTT CaM bind
- CCc1onc(C)c1C1CCCN1Cc1cc(Cl)ccc1O (stereo not drawn)
 : -1	-11
- COCCN1CCC(CNC(=O)CSc2ccc(F)cc2)CC1
 : 5	-3
- Cc1ccc(NC(=S)NC(=O)c2ccccc2)cc1NS(C)(=O)=O
 : -5	x
- N#CC1=C(N)Oc2nc[nH]c(=O)c2C1c1ccccc1Cl (stereo not drawn)
 : -11	-1
- Cc1cc(C)c(NC(=O)Cn2ccc3sccc3c2=O)c(C)c1
 : 1	-2
- Oc1ccc[n+](CCCCCC[n+]2cccc(O)c2)c1
 : 0	-5
- COc1ccc(NC(=O)Cn2cnc(-c3ccc(F)cc3)cc2=O)c(OC)c1
 : -4	-7
- COc1cccc(C(=O)N2CCC(c3ccccc3)CC2)c1
 : -6	14
- CCOc1ccccc1NC(=O)c1sc2nc(C)nc(N3CCCCC3)c2c1C
 : -2	-10
- CC1CCN(Cc2oc(CO)cc(=O)c2O)CC1
 : 0	0
- CCN(CC)c1ccc(/C=C2/N=C(c3ccc(F)cc3)OC2=O)cc1
 : -4	1
- COc1ccc(N=C2C(=O)Nc3ccc(Cl)cc32)cc1
 : -4	26
- CC(=O)c1ccc(Cl)c(NS(=O)(=O)c2ccc(C(C)C)cc2)c1
 : -15	x
- O=[N+]([O-])c1cc2c(cc1CNC(Cc1ccccc1)c1ccccc1)OCO2 (stereo not drawn)
 : 1	36
- Nc1nc2n(n1)C(c1c(F)cccc1Cl)CC(c1ccc(F)cc1)N2 (stereo not drawn)
 : -3	22
- COc1ccc(C(=O)Cn2c3ccccc3n3nc(C)nc23)cc1
 : -2	5
- COc1cccc(C2=Cc3ccccc3C(CC(C)=O)N2c2ccc(C#CCCO)cc2)c1 (stereo not drawn)
 : 1	16
- Cc1nn(C)cc1CN(C)C(=O)c1sc2cccc(Cl)c2c1Cl
 : -3	12
- O=C(NNc1c(Cl)cc(Cl)cc1Cl)NC(=O)c1ccccc1Cl
 : -1	x
- O=C(Nc1c2c(nn1-c1ccc(F)cc1)CS(=O)(=O)C2)c1c(F)cccc1F
 : -2	-4
- CCc1ccc(C2Nc3ccccc3C(=O)N2c2ccc(NC(C)=O)cc2)cc1 (stereo not drawn)
 : -1	23
- CC1(C)C2CCC1(CS(=O)(=O)Nc1ccc(Cl)cc1)C(=O)C2 (stereo not drawn)
 : -6	3
- COc1ccc(C2=C/C(=C\c3ccco3)C(=O)O2)c(OC)c1
 : -7	7
- O=C(NC1CCN(Cc2ccccc2)CC1)c1cc2c(s1)CN(C1CCCC1)C2
 : 2	5
- CCCC(=O)Nc1ccc2c(c1)CC(C(=O)NCc1ccc(F)cc1)CO2 (stereo not drawn)
 : 6	-1
- CCCN1C(=O)C2(c3cc(Br)ccc31)N1CC3(C)CN2CC(C)(C1)C3=O (stereo not drawn)
 : 12	-2
- CC1CCN(C(=O)c2cc3cc([N+](=O)[O-])ccc3oc2=O)CC1
 : -6	1
- CN(C(=O)C1CCN(c2ncc(-c3ccccc3)cn2)CC1)C1CCCCC1
 : 0	-1
- COc1ccc(OC)c(Nc2nc(CC(=O)Nc3nc4ccccc4s3)cs2)c1
 : -4	55*
- COc1ccc(/C=C2\N=C(c3cc([N+](=O)[O-])ccc3Cl)OC2=O)c(OC)c1
 : -7	4
- CCCCS(=O)(=O)N1CCC(c2cc(N)on2)CC1
 : -4	-5
- Cc1ccc(CN2CCN(C3CCN(C(=O)Nc4cccc(Cl)c4C)CC3)C2=O)cc1
 : 0	17
- O=C(Nc1ccc(Cl)cc1F)C1CCCN(c2nccc3sccc23)C1 (stereo not drawn)
 : -9	18

Compound activity from PubChem.
